# From PubChem
# CRFR2-BP ag: CRF-BP/CRF-R2 complex agonism. AID 588473. hit rate 0.46% among 350,000. activation, % at 13.2 µM. HEK293 CRF-R2/CRF-BP, calcium dye fluorescence (FLIPR); percent of saturating CRF peptide response;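 active means activation of at least 50%, plus an integration ratio under a set limit after plate pattern correction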;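 further: plate controls were neutral control wells without compound for no effect and CRF at EC100 for full effect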
# CRFBP-R2 block: CRF-BP/CRF-R2 complex antagonism; hit rate 0.59% among 350,000; inhibition, % at 11.8 µM; HEK293 CRF-R2/CRF-BP, CRF-induced calcium fluorescence;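 active means inhibition of the ligand-induced calcium signal above about 50% at the single tested concentration, limit read from the data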
# IDE inh: inhibits human insulin-degrading enzyme in HEK cells | FAbetaB cleavage, fluorescence polarization | P14735 | hit rate 0.41% among 320,000 | AID 434962 | inhibition, % at 5.59 µM;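 active means percent inhibition above the average of all tested compounds plus 3 SD, set per screening campaign, cut at about 16% in these data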;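 further: IDE supplied by intact live HEK cells; FP after avidin binding of uncleaved biotin substrate so inhibition keeps polarization high; 0% = DMSO wells and 100% = 60 µM reference IDE inhibitor Ii1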
# pCIP destab: compounds decreasing mouse p/CIP protein stability. Q05BA5. F442A p/CIP-EGFP cells, EGFP fluorescence, 16 h. decrease of EGFP signal, % at 10 µM. hit rate 0.01% among 290,000;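 active means EGFP signal decrease of at least 30% at 10 µM or well 3 SD below plate mean, unless failing retest; inactive means the rest, including hits failing retest or dose response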; further: some compounds called inactive have numbers as strong as hits; many of its hits are not listed in these tables
# IDE cell activ: IDE (human) activation, cell-based. P14735. HEK cells, FAbeta-B cleavage, fluorescence polarization; 0% vehicle, 100% cell-free pure enzyme wells. activation, % at 5.96 µM. hit rate 0.073% among 340,000. AID 493087;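 active means activation above the mean of all tested compounds plus 3 SD, set per screening campaign, cut at about 17% in these data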
# PHOSPHO1 inh: blocks human PHOSPHO1 phosphatase activity | hit rate 1.1% among 290,000 | inhibition, % at 13.3 µM | recombinant PHOSPHO1, absorbance phosphatase assay; in the data active means inhibition above about 60%
# CHRM4 PAM: CHRM4 positive allosteric modulation. P08173. CHO-K1 hM4/Gqi5, Fluo-8 calcium fluorescence, ACh EC20; 0% = ACh EC20, 100% = maximal ACh. activation, % at 3 µM. hit rate 0.4% among 360,000. AID 624126;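 active means activation above its plate's cutoff, the mean activation of sample wells plus 3 SD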; further: some results filed as inactive read as strong as hits
# Target sequence (P08173 whole entry, looked up): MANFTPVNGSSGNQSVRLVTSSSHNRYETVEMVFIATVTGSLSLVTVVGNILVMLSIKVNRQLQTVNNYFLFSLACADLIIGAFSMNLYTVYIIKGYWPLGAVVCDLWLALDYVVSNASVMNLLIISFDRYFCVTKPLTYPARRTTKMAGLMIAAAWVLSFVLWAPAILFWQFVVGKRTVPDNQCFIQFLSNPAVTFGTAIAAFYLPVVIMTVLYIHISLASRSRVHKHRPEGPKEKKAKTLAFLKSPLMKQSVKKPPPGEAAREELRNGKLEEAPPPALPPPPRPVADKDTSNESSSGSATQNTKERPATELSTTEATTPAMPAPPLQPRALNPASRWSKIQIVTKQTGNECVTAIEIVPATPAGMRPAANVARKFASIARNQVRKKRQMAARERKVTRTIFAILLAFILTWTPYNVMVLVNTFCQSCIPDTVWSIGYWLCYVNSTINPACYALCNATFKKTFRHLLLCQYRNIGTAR
# GalR3 antag: human GalR3 antagonism | hit rate 0.44% among 360,000 | AID 651719 | inhibition, % at 3 µM | HEK293 GalR3-CNG cAMP membrane potential fluorescence; galR3 body fused to GalR1 C-terminus;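 active means inhibition above the screen-wide average plus 3 SD, cut at about 13% in these data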;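 further: forskolin and galanin both at EC90 stimulate the cells; cAMP rise reported by CNG channel membrane potential dye signal; 0% = forskolin plus galanin with DMSO and 100% = forskolin alone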
# MEKK3 PB1 HTS: MEKK3-MEK5 PB1 interaction, increase or decrease; Q99759; bead-based flow cytometry, Alexa488-MEK5 binding to MEKK3; actives lie on both sides; 0 = blocked by unlabeled MEK5, 100 = vehicle; binding response (% of control), % at 10 µM; hit rate 1.4% among 290,000;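 active means binding response more than 3 SD above or below the average of its plate-row segment, actives on both sides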;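 further: Alexa488 bead fluorescence after subtracting the streptavidin-only scavenger bead signal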
# Target sequence (Q99759 whole entry, looked up): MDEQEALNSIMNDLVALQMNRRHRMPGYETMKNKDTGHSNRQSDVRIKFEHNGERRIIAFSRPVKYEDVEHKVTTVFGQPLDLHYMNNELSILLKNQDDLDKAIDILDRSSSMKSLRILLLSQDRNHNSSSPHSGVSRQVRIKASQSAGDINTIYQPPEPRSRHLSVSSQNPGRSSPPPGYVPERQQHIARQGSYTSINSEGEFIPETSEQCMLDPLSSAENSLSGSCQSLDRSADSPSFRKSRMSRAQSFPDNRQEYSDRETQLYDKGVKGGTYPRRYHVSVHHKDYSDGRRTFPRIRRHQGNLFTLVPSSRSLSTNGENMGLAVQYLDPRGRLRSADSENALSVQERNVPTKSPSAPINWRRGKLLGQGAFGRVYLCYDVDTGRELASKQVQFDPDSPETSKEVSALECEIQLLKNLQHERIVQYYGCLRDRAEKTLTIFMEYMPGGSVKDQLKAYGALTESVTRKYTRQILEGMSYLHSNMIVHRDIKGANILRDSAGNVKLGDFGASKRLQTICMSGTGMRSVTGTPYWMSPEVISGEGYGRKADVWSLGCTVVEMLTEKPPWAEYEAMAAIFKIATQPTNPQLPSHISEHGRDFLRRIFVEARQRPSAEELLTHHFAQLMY
# * hit, by the source's call; x = no result given; [ ] = another dose, or the depositor's remark.
# Start of the listing, in advance (3 entries):
CRFR2-BP ag	CRFBP-R2 block	IDE inh	pCIP destab	IDE cell activ	PHOSPHO1 inh	CHRM4 PAM	GalR3 antag	MEKK3 PB1 HTS	compound
2.2	0	-4	4	1	-20	-3	1	120	Cc1cc(C)c(C)c(OCCCOc2cccc3cccnc23)c1
3.5	-3	0	-8	10	7	3	1	94	Cn1c(CNC(=O)CNC(=O)Cc2ccc(Cl)cc2)cc(=O)n(C)c1=O
-0.3	2	0	x	4	x	1	-6	x	CCN(C[C@H]1N[C@@](CC)(C(=O)OC)[C@H]2C(=O)N(C)C(=O)[C@@H]12)C(=O)c1ccc(C(C)(C)C)cc1

# This part in full, from the start:
CRFR2-BP ag	CRFBP-R2 block	IDE inh	pCIP destab	IDE cell activ	PHOSPHO1 inh	CHRM4 PAM	GalR3 antag	MEKK3 PB1 HTS	compound
2.2	0	-4	4	1	-20	-3	1	120	Cc1cc(C)c(C)c(OCCCOc2cccc3cccnc23)c1
3.5	-3	0	-8	10	7	3	1	94	Cn1c(CNC(=O)CNC(=O)Cc2ccc(Cl)cc2)cc(=O)n(C)c1=O
-0.3	2	0	x	4	x	1	-6	x	CCN(C[C@H]1N[C@@](CC)(C(=O)OC)[C@H]2C(=O)N(C)C(=O)[C@@H]12)C(=O)c1ccc(C(C)(C)C)cc1
-0.5	15	0	-4	5	10	9	-4	97	Cc1ccc(OCC(=O)O/N=C(\N)Cc2ccc(Cl)cc2)cc1
-2.7	6	-2	3	3	-63	-7	0	96	Oc1ccc(CCc2n[nH]c(=S)n2-c2ccc(F)cc2)cc1
-1.1	-6	0	x	-6	x	-6	-6	x	CCOC(=O)c1cn(CC)c2cc3c(cc2c1=O)OCO3
3.8	-24	5	-15	0	19	-3	-1	104	COc1cnc(-c2ccccc2)nc1Oc1ccccc1C
-0.4	1	-1	0	0	-28	3	4	103	O=S(=O)(c1ccccc1)c1ncc(C(F)(F)F)cc1O
-1.8	-8	-2	-15	8	15	9	-3	104	COc1cc(OC)cc(C(=O)N(Cc2cc3cc(C)ccc3[nH]c2=O)C(C)C)c1
0.5	9	-9	-2	4	40	-6	-3	100	CN(C)/C=C/C(=O)c1ccccc1F
-0.6	9	1	-10	4	-13	10	-4	74	CCOC(=O)CSc1nnc2c(n1)C1(C)CCC2C1(C)C (stereo unspecified)
1.0	-1	1	0	4	50	3	-5	101	CCc1cc2c(C)cc(C)cc2nc1SCC(=O)Nc1cc(C)on1
1.0	-3	7	-27	5	-16	0	-3	104	CCSC1=NN2CCS(=O)(=O)N=C2S1
-0.4	-1	2	-8	5	4	0	-3	102	COC(=O)COc1cccc(NS(=O)(=O)c2ccc(NC(C)=O)cc2)c1
-1.9	-10	1	-12	5	13	8	-6	102	COc1ccc(-c2cc(=O)oc3cc(OCC(=O)Nc4ccc(CCO)cc4)ccc23)cc1
-1.9	1	11	1	-4	-4	5	x	99	COn1c(SCc2cccnc2)nc2ccccc2c1=O
0.8	-7	-5	-5	-3	39	-1	-2	100	CCCC(C)c1nnc(NC(=O)CS(=O)(=O)Cc2ccccc2)s1 (stereo unspecified)
-3.0	10	-3	-1	0	-3	1	9	96	Cc1cc(NC(=O)CSc2nncc(=O)n2N)no1
4.7	-15	x	x	-8	x	2	-4	x	Cc1ccc2c(c1)C(=C(C#N)C#N)CCN2
-1.0	-16	-2	x	3	x	1	3	x	COc1ccc(NS(=O)(=O)c2cccc(C(=O)N(C)CC(=O)Nc3ccc(C)cc3)c2)cc1
1.0	-12	-3	-2	3	33	-5	-4	101	O=S(=O)(c1ccsc1)N1CC=C(c2ccccc2)CC1
1.6	-16	-7	-2	2	-2	-6	2	107	Cn1cnnc1SCc1ccc(C(=O)N/N=C(\CCC(=O)O)c2ccc(C(C)(C)C)cc2)cc1
-0.8	-5	3	-6	-4	9	2	-1	99	Cc1c(F)cccc1NC(=O)CCC(=O)O
-2.2	2	2	-17	0	56	0	4	104	OC(CNCC#Cc1ccccc1)c1ccccc1 (stereo unspecified)
0.8	-1	0	x	4	x	5	-4	x	CCN(CC(=O)NCc1cccs1)C(=O)c1cccc(S(=O)(=O)Nc2ccc(C)cc2)c1
0.4	-13	-1	2	4	12	-1	-4	97	CCC1=NN(C(=O)COc2ccccc2C)C(O)(c2ccncc2)C1 (stereo unspecified)
-0.5	-13	5	8	5	15	4	-6	102	OCCCCC#Cc1c(-c2ccsc2)sc2ccccc12
1.1	-17	-5	-7	9	29	-3	1	103	COC(=O)c1ccc(COC(=O)c2cc3ccccc3oc2=O)cc1
-1.6	36	1	-20	2	4	2	-3	97	Cc1ccc(-n2c(SCC(=O)N3c4ccccc4Sc4ccccc43)nnc2-c2ccncc2)cc1
0.6	-7	3	-3	3	25	4	-6	99	COc1ccc(C2CC(c3ccccc3)=NN2C(=O)c2cccs2)cc1 (stereo unspecified)
0.0	-69	2	-11	6	14	-5	2	104	CCCCOc1ccc(/C=C/C(=O)OCC(=O)NC(=O)NCC(C)C)cc1OCC
-0.3	3	x	-9	5	20	1	-12	110	Cc1c(O)ccc2c(CC(=O)N[C@@H](Cc3ccc(O)cc3)C(=O)O)cc(=O)oc12
-0.2	-14	-5	-5	0	-10	17	-4	93	Cc1ccc(NC(=O)Cc2nnc(SCC(=O)Nc3ccccc3)n2C)cc1
7.6	-4	2	8	3	-17	1	-4	104	COc1ccccc1CNC(=O)CSc1ccc(-c2cccc([N+](=O)[O-])c2)nn1
-4.5	1	0	12	-2	32	-5	-13	93	S=c1[nH]nc(C2CCCCC2)n1/N=C/c1ccco1
0.5	-2	3	-12	2	20	-4	0	102	CC(=O)c1cccc(NC(=O)/C(=C\c2cccnc2)NC(=O)c2ccco2)c1
-1.6	10	-1	-7	2	-4	4	-4	102	O=C(NCc1ccc2c(c1)OCO2)C1CC(=O)N(CCc2ccccc2)C1 (stereo unspecified)
0.2	1	1	-1	2	2	1	-8	93	COc1cccc(C(=O)N2CCN(C(=O)c3cccs3)CC2)c1OC
-0.1	-2	3	3	-4	25	0	-4	82*[inhibitor]	O=C(CN1CCCC1)NCC12CC3CC(CC(C3)C1)C2
-3.9	10	0	-14	0	37	-3	-6	82	O=S(=O)(NC(=S)NC1CCCCC1)c1ccc(Cl)cc1
1.9	0	5	-19	4	31	-6	-8	104	COCCNS(=O)(=O)c1ccc(-c2ccc(Cl)cc2)cc1
1.4	-7	1	-3	3	-8	0	2	89	CC1(C)CC(=O)C(C#N)=C(NCCCO)C1
-0.2	-18	x	x	-20	x	9	-5	x	Nc1nc(=S)c2[nH]c(=S)[nH]c2[nH]1
-1.2	3	x	2	4	x	3	1	97	COc1cc(OC)c(OC)cc1/C=N/Nc1ccc(Cl)nn1
-1.7	9	-3	x	5	x	9	-3	x	C[n+]1cccc(O)c1SCc1ccccc1
-0.8	-16	5	-5	0	16	-5	-4	107	O=C(COc1ccc(/C=N/NS(=O)(=O)c2ccccc2)cc1)Nc1ccc(F)cc1
1.4	-10	1	4	-5	-13	-5	0	103	CCc1nnc(SCC(=O)NCCC2=CCCCC2)nc1CC
-0.6	7	x	x	2	x	-4	-3	x	O=C(NCCCc1ccccc1)c1cccc(NC(=O)c2ccccc2)c1
3.4	-13	-2	-1	3	47	1	-4	101	N/C(Cn1cncn1)=N\NC(=O)c1ccc(Cl)cc1Cl
4.5	-20	-2	13	5	-6	4	-4	94	CC(C)(C)c1csc(N/N=C/c2cccnc2)n1
-1.4	61*	3	2	5	85*	1	-3	103	C=CCc1cccc2cc(C(=O)Nc3ccc(S(=O)(=O)Nc4nnc(CC)s4)cc3)c(=O)oc12
-0.5	13	-1	-14	-5	27	-26	-5	94	C=CCOC(=O)C1=C(C)NC(SCC(N)=O)=C(C#N)C1c1ccc(C)cc1 (stereo unspecified)
0.8	8	2	0	0	-24	9	-4	94	Cc1ccc(F)cc1NCC(=O)Nc1ccc(Br)cc1
-1.9	5	4	0	4	7	10	-1	103	O=C(NCC1CCCO1)c1cc(-c2ccncc2)nc2ccc(S(=O)(=O)N3CCOCC3)cc12 (stereo unspecified)
2.8	-19	1	-18	4	48	-7	2	100	COc1ccc(N(CC(=O)N/N=C/c2cccs2)S(=O)(=O)c2ccc(OC)c(OC)c2)cc1
-1.4	-39	2	-6	1	29	-13	4	99	O=C(Oc1cccc(NC2=NS(=O)(=O)c3ccccc32)c1)c1cccnc1

# Continuation:
CRFR2-BP ag	CRFBP-R2 block	IDE inh	pCIP destab	IDE cell activ	PHOSPHO1 inh	CHRM4 PAM	GalR3 antag	MEKK3 PB1 HTS	compound
-0.9	0	1	-12	x	56	7	-1	99	CC1Cc2cc(/C=C3/SC(N4CCC(C(N)=O)CC4)=NC3=O)ccc2O1 (stereo unspecified)
-1.8	-17	2	-2	2	14	12	-6	100	CC(C)Sc1nc2c(c(=O)[nH]c(=O)n2C)n1CC(O)COc1ccccc1 (stereo unspecified)
-0.1	-7	3	-6	0	0	-13	-4	98	CCCNS(=O)(=O)c1ccc(OCC(=O)N2CCC(C(=O)OCC)CC2)cc1
0.7	10	-1	4	3	-16	4	-5	2.0*[inhibitor]	CCCc1cc(=O)[nH]c(SCc2cc(C(=O)OC)c(C)o2)n1
-0.3	5	-5	-7	2	5	4	0	101	O=C(O)CNS(=O)(=O)c1cc(Cl)c(Cl)cc1Cl
-0.5	19	1	-15	5	2	-7	-2	112	COc1cc(CCN2C(=O)c3cccc4cccc(c34)C2=O)c(S(=O)(=O)N2CCCCCC2)cc1OC
-0.5	-36	2	-6	-3	2	0	x	100	COc1ccc(CNC(=O)c2cc(S(=O)(=O)N3CCCC3)cn2C)cc1
0.7	-16	1	-9	3	-7	-17	-4	105	NC(=O)C1CCN(C2=C(NS(=O)(=O)c3ccc(Cl)cc3)C(=O)c3ccccc3C2=O)CC1
0.4	-6	0	-8	1	-6	4	-7	103	O=C(Nc1ccccc1)N1CCC(c2nc(-c3ccc(S(=O)(=O)N4CCOCC4)cc3)no2)CC1
-3.4	3	3	-4	0	8	17	-7	103	O=C(CCn1c(=S)oc2ccccc21)NC1CCCCCCC1
-0.3	-7	0	12	-1	-1	8	-8	99	CCOc1cc(C2c3c(-c4ccccc4)n[nH]c3C(=O)N2c2ccc(C(=O)O)cc2)ccc1O (stereo unspecified)
0.9	-15	1	3	2	12	-4	-5	103	C(=N\n1c2ccccc2c2ccccc21)/c1ccccc1
-0.4	0	0	-66	4	38	-1	-5	97	COc1ccc(NC(=O)CSc2nnc(C)c(=O)n2N)cc1
-1.6	-6	5	14	3	7	-1	-1	102	CCC(C(=O)NCc1ccccc1OC)c1ccccc1 (stereo unspecified)
-0.4	-6	3	x	-5	x	-3	-6	x	CCN(C[C@H]1N[C@@](C)(C(=O)OC)[C@H]2C(=O)N(C)C(=O)[C@@H]12)S(=O)(=O)c1ccc(C(F)(F)F)cc1
0.5	-4	x	x	x	x	3	-6	x	CCCn1c(SCC(=O)Nc2ccc(S(=O)(=O)N3CCOCC3)cc2)n[nH]c1=O
0.9	-1	0	-4	4	47	12	-5	92	OC(CNCc1cccc(Cl)c1)c1ccccc1 (stereo unspecified)
-3.5	0	7	-7	5	16	0	-6	103	COc1cc2c(cc1NS(=O)(=O)N1CCCC1)oc1ccccc12
0.5	14	3	4	-5	-4	14	-4	105	COc1ccc(-n2cc(C(=O)c3cc4ccccc4oc3=O)c(C(C)=O)n2)cc1
-1.3	27	5	1	-3	12	7	-6	107	N#Cc1nc(-c2ccccc2F)oc1NCCc1ccccc1
-4.7	-1	3	x	-2	x	7	1	x	O=C(OCCCc1cc2ccccc2c(=O)o1)c1ccco1
-5.0	32	-1	5	-5	-11	1	-1	118	CN(CC(=O)Nc1cccc2ccccc12)C(=O)/C=C/c1cccs1
